PPARg SRC2 recr – promotes SRC-2 coactivator recruitment by human PPARgamma; PPARgamma LBD-SRC-2 recruitment, biochemical; activation, % at 8 µM; P37231; 200,000 tested, 0.34% active; AID 1032; in the data active means activation above about 22%;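 further: 0% = vehicle and 100% = reference agonist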
Target sequence (P37231 whole entry, looked up, the tested form may be a part): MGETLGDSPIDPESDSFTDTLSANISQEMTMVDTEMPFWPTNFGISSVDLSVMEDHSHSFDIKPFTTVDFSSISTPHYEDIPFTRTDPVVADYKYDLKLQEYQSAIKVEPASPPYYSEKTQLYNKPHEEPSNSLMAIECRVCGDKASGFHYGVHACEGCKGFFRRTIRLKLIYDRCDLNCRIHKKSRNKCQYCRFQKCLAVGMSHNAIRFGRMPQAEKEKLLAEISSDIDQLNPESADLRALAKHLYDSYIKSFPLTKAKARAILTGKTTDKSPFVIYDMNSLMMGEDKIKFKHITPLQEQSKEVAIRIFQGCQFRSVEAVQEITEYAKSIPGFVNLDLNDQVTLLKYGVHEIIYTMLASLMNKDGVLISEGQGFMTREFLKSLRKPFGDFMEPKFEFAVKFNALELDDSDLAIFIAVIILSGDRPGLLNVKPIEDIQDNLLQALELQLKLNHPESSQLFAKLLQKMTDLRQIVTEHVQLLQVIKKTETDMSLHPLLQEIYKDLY
bIAP inh – intestinal alkaline phosphatase (bovine) inhibition; purified bovine IAP, CDP-star luminescence, 30 min; inhibition, % at 20 µM; 190,000 tested, under 10 active;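 active means over 50% inhibition of intestinal alkaline phosphatase at 20 µM in the single-dose screen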
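Incubation: 30 min reaction at room temperature / Material: purified bovine intestinal alkaline phosphatase (IAP) enzyme / Input: enzyme at 1/65,000,000 dilution / Dosing: 20 µM single dose / Signal: CDP-star luminescence signal / Reagent: CDP-star chemiluminescent phosphatase substrate, 30 µM final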
PPARg SRC3 recr – agonists of human PPARgamma SRC-3 coactivator recruitment | P37231 | biochemical PPARgamma/SRC-3 coactivator recruitment assay | activation, % at 8 µM | 200,000 tested, 0.26% active; in the data active means activation above about 23%;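 further: 0% = DMSO and 100% = reference agonist; some compounds past the cut are filed as inactive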
PPARg SRC-1 ag – promotes SRC-1 coactivator recruitment by human PPARgamma. 200,000 tested, 0.41% active. activation, % at 8 µM. AID 631. PPARgamma-SRC-1 coactivator recruitment biochemical assay. P37231; in the data active means activation above about 19%;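 further: 0% = DMSO and 100% = reference agonist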
Efa HMGR inh – inhibitors of class II HMG-CoA reductase from Enterococcus faecalis; inhibition, % at 10 µM; 190,000 tested, 0.41% active; purified E. faecalis HMGR, NADPH absorbance 340 nm kinetic; AID 1066;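 active means inhibition above a set limit, the median over all tested compounds plus 3 SD, cut at about 9.5% in these data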;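 further: enzyme runs in reverse so mevalonate oxidation gives rising NADPH absorbance; 0% = complete reaction with DMSO and 100% = background rate lacking mevalonate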
Lmaj promast – Leishmania major promastigote growth inhibition. inhibition, % at 10 µM. Leishmania major promastigotes, resazurin fluorescence viability. 200,000 tested, 9% active; in the data active means inhibition above about 50%;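 further: promastigotes grown with compound for 44 hours at 28 °C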
S1P3 antag – S1P3 (human) receptor antagonism; Q99500; CHO S1P3 NFAT-BLA reporter, FRET fluorescence, antagonist mode; inhibition, % at 4.98 µM; 170,000 tested, 0.27% active; AID 485;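 active means inhibition above the plate cutoff, the mean inhibition of test wells on that plate plus 3 SD, cut at about 28% in these data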;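 further: cells challenged with S1P at its EC80 of 0.8 µM; blue over green emission ratio from cleaved BLA substrate after 4 h stimulation; 0% = S1P-stimulated wells and 100% = unstimulated DMSO-only wells; some compounds past the cut are filed as inactive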
Target sequence (Q99500 whole entry, looked up): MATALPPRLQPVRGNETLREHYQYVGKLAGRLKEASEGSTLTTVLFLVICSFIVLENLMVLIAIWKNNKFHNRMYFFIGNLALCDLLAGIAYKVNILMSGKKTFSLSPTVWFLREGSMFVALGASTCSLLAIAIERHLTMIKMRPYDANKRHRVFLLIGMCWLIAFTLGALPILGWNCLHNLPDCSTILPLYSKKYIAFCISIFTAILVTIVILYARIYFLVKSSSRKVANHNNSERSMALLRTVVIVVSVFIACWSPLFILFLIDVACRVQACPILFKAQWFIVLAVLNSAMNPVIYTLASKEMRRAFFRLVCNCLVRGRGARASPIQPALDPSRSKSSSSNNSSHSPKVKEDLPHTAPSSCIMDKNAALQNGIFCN
TR-FRET SRC-2 ct – flags TR-FRET format artefacts in PPARgamma SRC-2 recruitment agonist screen; TR-FRET artefact counter-screen; active compounds read high; TR-FRET ratio at 8 µM; 200,000 tested, 0.4% active; AID 1049; in the data active means TR-FRET ratio above about 2000; further: inactives centre near 1500; reference of the scale not given here
RAM inhibit – inhibitors of the yeast RAM network; inhibition, % at 50 µM; 190,000 tested, 1.8% active; AID 868; S. cerevisiae dse1pr::URA3 reporter, 5-FOA growth OD615, 2 d; analog-sensitive cbk1-as2 kinase mutant strain;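 active means inhibition above a set limit, 3 SD over mean compound inhibition, cut at about 8.4% in these data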;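 further: 0% = DMSO-only wells with no growth and 100% = 10 µM 1-NA-PP1 full growth; inhibition rescues growth on 5-FOA so higher OD means more RAM inhibition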
ROMK primary – modulates human ROMK potassium channel activity | P48048 | Tet-inducible ROMK, thallium flux fluorescence; actives lie on both sides | B-score at 10 µM | 130,000 tested, 2% active | AID 1918;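 active means signal ratio slope over the read window, or its plate-corrected B-score, at least 3 SD from the plate mean, either direction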;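 further: B-score of the F/F0 ratio slope over 7 to 12 s after thallium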
Redox H2O2 prof – compounds producing H2O2 with reducing agent – biochemical, NIH compound library profiling, artefact control for MLSCN library redox annotation, primary screen. activation, % at 10 µM. AID 878. DTT-dependent redox cycling H2O2, phenol red/HRP absorbance; 100% = 100 µM peroxide control, 0% = buffer. 200,000 tested, 0.03% active;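 active means activation of at least 50% relative to the plate's high and low controls in the primary single-dose screen; inactive means activation below 50%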;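 further: compound incubated with DTT at 0.8 mM final as the reducing agent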
Starred values were filed as active, the others as inactive; . = not tested or not shown.

SMILES | PPARg SRC2 recr | bIAP inh | PPARg SRC3 recr | PPARg SRC-1 ag | Efa HMGR inh | Lmaj promast | S1P3 antag | TR-FRET SRC-2 ct | RAM inhibit | ROMK primary | Redox H2O2 prof
Cc1ccc(-c2csc(C3=C(O)CN(NC(=O)c4ccc([N+](=O)[O-])cc4)C3=N)n2)cc1 | 7 | -1 | 3 | -5 | 0 | -5 | -15 | 1581 | 8.6* | -1.2 | 0.5
O=C(O)CN(c1ccccc1)S(=O)(=O)c1cc(C(F)(F)F)cc(C(F)(F)F)c1 | -7 | -8 | 3 | 5 | 1 | -3 | -2 | 1508 | 3.0 | . | -0.4
Cn1c(=O)c2c(nc(Sc3nc4ccccc4n3CC(=O)N3CCCCC3)n2C)n(C)c1=O | 2 | -12 | -3 | 7 | -5 | -5 | 30 | 1644 | 0.4 | 2 | 0.3
CN(C)Cc1ccc(F)cc1Sc1ccc(Cl)cc1Cl | 9 | 7 | 6 | 1 | -2 | 5 | -33 | 1553 | 1.1 | -0.077 | -0.6
CCC(=O)Nc1ccc(OCc2nc3ccccc3s2)cc1 | -5 | 2 | 3 | 2 | -11 | -4 | -6 | 1556 | 3.3 | 0.18 | -0.6
COc1ccc(C(=O)NCc2nc3ccccc3[nH]2)cc1OC | 0 | -6 | 3 | 0 | -1 | -6 | -6 | 1363 | 1.4 | . | -0.1
O=C(Cn1cc2c(n1)CCCC2)N1CCc2ccccc21 | 2 | 15 | -1 | 1 | -4 | -6 | -6 | 1335 | 1.4 | . | -2.3
COc1ccc(-c2nn(-c3ccccc3)cc2C(=O)n2nnc3ccccc32)cc1 | 5 | 8 | 2 | -1 | -1 | -3 | . | 1593 | 1.4 | . | 0.3
O=C(NCC(=O)N(Cc1cccs1)C(C(=O)NC1CCCCC1)c1ccco1)c1cccs1 (stereo not drawn) | 3 | 7 | 10 | 0 | -6 | 38 | . | 1609 | 2.6 | . | 0.1
O=C(CSc1nnc2c(n1)[nH]c1ccc(F)cc12)OCc1ccccc1 | 9 | 7 | 1 | 5 | -6 | 25 | 19 | 1429 | 3.0 | . | 0.3
CCCCc1nnc(SCc2ccc(OCC)cc2)n1N | 4 | 20 | -6 | -1 | -3 | -1 | 9 | 1450 | 2.9 | . | -1.0
CCCc1nc(SC2CCCC2)c2c(=O)n(C)c(=O)n(C)c2n1 | . | 7 | . | . | -4 | 4 | -13 | . | 6.6 | . | -2.1
O=C(CN1C(=O)S/C(=C/c2cc(Br)cs2)C1=O)N1CCOCC1 | 5 | -5 | 1 | 0 | -3 | -8 | 3 | 1526 | 4.2 | . | 0.3
COc1ccc(C(=O)OCC(=O)NC(=O)NC2CCCC2)c(O)c1 | 11 | 6 | 4 | 9 | -8 | 2 | -20 | 1567 | 2.3 | 0.47 | -0.9
CCCn1nnnc1NCc1ccc(Cl)cc1Cl | 12 | 1 | 3 | 8 | -4 | 11 | -14 | 1660 | 0.0 | 0.099 | -0.4
COC(=O)c1c(NC(NC(C)=O)C(Cl)(Cl)Cl)sc2c1CCCC2 (stereo not drawn) | 7 | . | 2 | 6 | -1 | 27 | -14 | 1634 | 4.3 | . | -0.2
Cn1cc(CCNC(=O)CC2C(=O)NCCN2Cc2cccc(Oc3ccccc3)c2)cn1 (stereo not drawn) | 16 | 1 | 5 | 4 | -6 | -4 | -2 | 1650 | 2.1 | -0.18 | -0.7
COCCn1c(SCC(=O)Nc2ccc(C)cc2C)nc2c(oc3ccccc32)c1=O | -2 | -2 | 3 | 4 | -1 | 54* | -12 | 1658 | 0.6 | . | 0.2
O=C(CSc1ccc2nnc(CCNC(=O)c3ccccc3)n2n1)Nc1ccccc1 | -4 | 0 | 1 | 3 | -5 | 1 | 2 | 1535 | 2.9 | 1.8 | 0.2
CCN(CC)CC(=O)c1c[nH]c2ccccc12 | 7 | 5 | 5 | 6 | -2 | 0 | -9 | 1837 | -1.0 | . | -1.1
CCOC(=O)c1sc(NC(=O)CCN2CC(C)OC(C)C2)c(C(=O)OCC)c1C (stereo not drawn) | 7 | 13 | 5 | 8 | 1 | -5 | . | 1389 | 3.6 | 2.7 | -0.2
Nc1nncn1C(=O)c1ccccc1Cl | 17 | 18 | 0 | 3 | -4 | -6 | -4 | 1532 | 0.0 | -0.046 | -2.0
c1ccc2c(C3=NNC(=NC4CCCCC4)SC3)c[nH]c2c1 | 3 | 7 | 2 | 1 | -7 | 93* | -4 | 1797 | -0.8 | . | -0.3
Cc1cccc(OCC(=O)Nc2ccc(N3CCN(S(C)(=O)=O)CC3)cc2)c1 | 7 | 4 | 5 | 8 | -5 | -5 | 31 | 1549 | 1.4 | 0.5 | 6.3
CCc1ccc(OCC(=O)NC(NC(=S)Nc2ccccc2OC)C(Cl)(Cl)Cl)cc1 (stereo not drawn) | -1 | -2 | 2 | -3 | -7 | 18 | -1 | 1512 | 5.0 | . | 0.6

RAM inhibit: entries above that show a hit
SMILES	PPARg SRC2 recr	bIAP inh	PPARg SRC3 recr	PPARg SRC-1 ag	Efa HMGR inh	S1P3 antag	RAM inhibit	ROMK primary	Redox H2O2 prof
Cc1ccc(-c2csc(C3=C(O)CN(NC(=O)c4ccc([N+](=O)[O-])cc4)C3=N)n2)cc1	7	-1	3	-5	0	-15	8.6*	-1.2	0.5

Random excerpt: 2 compounds from above
SMILES | PPARg SRC2 recr | bIAP inh | PPARg SRC3 recr | PPARg SRC-1 ag | Efa HMGR inh | Lmaj promast | S1P3 antag | TR-FRET SRC-2 ct | RAM inhibit | ROMK primary | Redox H2O2 prof
O=C(NCC(=O)N(Cc1cccs1)C(C(=O)NC1CCCCC1)c1ccco1)c1cccs1 (stereo not drawn) | 3 | 7 | 10 | 0 | -6 | 38 | . | 1609 | 2.6 | . | 0.1
CN(C)Cc1ccc(F)cc1Sc1ccc(Cl)cc1Cl | 9 | 7 | 6 | 1 | -2 | 5 | -33 | 1553 | 1.1 | -0.077 | -0.6

Next part.
SMILES | PPARg SRC2 recr | bIAP inh | PPARg SRC3 recr | PPARg SRC-1 ag | Efa HMGR inh | Lmaj promast | S1P3 antag | TR-FRET SRC-2 ct | RAM inhibit | ROMK primary | Redox H2O2 prof
Cn1c(-c2ccccc2)cnc1SCc1nc2ccccc2c(=O)[nH]1 | -4 | -71 | -9 | 2 | -4 | -1 | -3 | 1487 | 1.0 | . | 3.2
O=c1c2nccnc2[nH]c(=S)n1Cc1ccccc1Cl | 1 | -6 | 5 | 7 | 1 | 1 | 0 | 1703 | 1.2 | -0.62 | -2.8
Cc1nc2cc(C(F)(F)F)ccc2n1C | -4 | -8 | -1 | 8 | 1 | -3 | -9 | 1443 | 1.3 | -0.65 | -0.7
CCOC(=O)c1c(NC(=O)CSc2nnc3c(Cl)cc(Cl)cn23)sc2c1CCC2 | 8 | -8 | -2 | 4 | -5 | 0 | -1 | 1538 | 3.3 | . | 0.8
COc1ccc(NC(=O)C2CC(=O)N(c3cc(C)ccc3C)C2)cc1 (stereo not drawn) | 10 | 0 | 17 | -5 | 4 | -11 | 4 | 1633 | 1.1 | 0.15 | 0.6
CCCCN(C)CCNC(=O)C(NC(=O)C1CCC(C)CC1)C(C)C (stereo not drawn) | 1 | 3 | 0 | -1 | -5 | -5 | -8 | 1633 | 0.5 | -0.13 | -0.2
OCCNCC(O)Cn1c2ccccc2c2ccccc21 (stereo not drawn) | 3 | -10 | -3 | -5 | -2 | 28 | -7 | 1525 | 1.6 | -2.9 | -0.3
N#CC1=C(N)NC(=S)C(C(N)=O)C1c1ccc(Cl)cc1Cl (stereo not drawn) | -6 | 4 | -1 | -5 | 0 | -3 | 6 | 1443 | 1.2 | 0.47 | 0.0
COc1cccc(N(C(=O)Cn2nnc(-c3ccc(C)o3)n2)C(C(=O)NC(C)(C)C)c2cccs2)c1 (stereo not drawn) | 7 | 17 | 13 | -4 | -4 | -1 | . | 1338 | 4.1 | 1.1 | 1.3
CCC(=O)N1CCN(c2cc(C)ccc2C)CC1 | -8 | -8 | -3 | 2 | 0 | -3 | -8 | 1582 | 0.1 | 0.69 | 3.2
O=C(NCCCn1ccnc1)c1sc2cccc(F)c2c1Cl | 1 | 1 | -1 | 3 | -1 | 78* | . | 1452 | 0.6 | . | -1.4
Cc1c(NC(=O)c2ccc(Cl)s2)c(=O)n(-c2ccccc2)n1C | 3 | -7 | 0 | 6 | -3 | -4 | -14 | 1604 | 0.5 | . | -0.6
O=C1CCCN1Cc1ncnn1-c1ccccc1 | 3 | 0 | 7 | 4 | -3 | -4 | -1 | 1553 | -0.3 | 1.3 | -1.7
Cc1n[nH]c(=S)n1-c1ccc(Cl)cc1 | 1 | 11 | 6 | -4 | -8 | -7 | -5 | 1530 | 1.6 | . | -1.4
Cc1ccc([N+](=O)[O-])c(OCCN2C(=O)NC(C)(C)C2=O)c1 | 3 | 4 | -4 | -2 | -2 | -5 | 3 | 1438 | 0.1 | 0.25 | -0.1
CCC(=NCCc1c(C)[nH]c2ccccc12)C1=C(O)CC(c2ccccc2)CC1=O (stereo not drawn) | -9 | -11 | -3 | -1 | -2 | 96* | 4 | 1339 | 4.0 | -0.081 | 0.4
COc1ccc(/C=N/OCC(=O)N2CCCC2)c(OC)c1 | -5 | 2 | -2 | -5 | -6 | -10 | -13 | 1488 | 0.9 | 2.9 | 0.0
Cc1cccc2cc(CN(Cc3ccccc3)C(=O)c3cccc(F)c3)c(Cl)nc12 | -2 | -2 | -8 | -4 | 4 | 17 | . | 1437 | 3.8 | -0.63 | -3.8
CCCCNC(=O)/C=C/c1ccc(S(=O)(=O)Nc2ccc(OC)cc2)cc1 | 6 | 5 | 5 | -1 | -5 | 25 | -37 | 1421 | 2.6 | 0.46 | -3.1
CCC(C)C(=O)Nc1cc([N+](=O)[O-])ccc1Cl (stereo not drawn) | -6 | -6 | 4 | -1 | -3 | 73* | -2 | 1318 | 2.8 | -0.42 | 0.1
O=C(Nc1cc(C(F)(F)F)ccc1F)C1CCC1 | -1 | 4 | -18 | 2 | -1 | -3 | -8 | 1532 | 0.6 | 0.082 | 0.7
CCOC(=O)Cn1c(CN(Cc2ccccc2)Cc2ccccc2)nc2c1c(=O)n(C)c(=O)n2C | 3 | -11 | 13 | 0 | 1 | 43 | -4 | 1587 | 1.1 | . | -1.1

Three entries out of the list, arranged by molar mass, lowest first.
SMILES | PPARg SRC2 recr | bIAP inh | PPARg SRC3 recr | PPARg SRC-1 ag | Efa HMGR inh | Lmaj promast | S1P3 antag | TR-FRET SRC-2 ct | RAM inhibit | ROMK primary | Redox H2O2 prof
CCC(C)C(=O)Nc1cc([N+](=O)[O-])ccc1Cl (stereo not drawn) | -6 | -6 | 4 | -1 | -3 | 73* | -2 | 1318 | 2.8 | -0.42 | 0.1
CCCn1nnnc1NCc1ccc(Cl)cc1Cl | 12 | 1 | 3 | 8 | -4 | 11 | -14 | 1660 | 0.0 | 0.099 | -0.4
Cc1c(NC(=O)c2ccc(Cl)s2)c(=O)n(-c2ccccc2)n1C | 3 | -7 | 0 | 6 | -3 | -4 | -14 | 1604 | 0.5 | . | -0.6

Screens as filed in PubChem BioAssay.
